# NPSR antagonist: antagonists of human neuropeptide S receptor cAMP signaling. Potency, µM (series often up to 38.3 µM), without a hit: at the top dose activity change, negative = inhibition, usual class: inhibitors. 1% of 220,000 active. Q6W5P4. CHO-NPSR cells, cAMP TR-FRET, antagonist mode; also: potency is read from the fitted curve at half-maximal effect; % is scaled to controls: 0 for no effect and ±100 for the full control effect; nearly all actives have a fitted effect of over 50% in size; many of its hits are not listed in these tables
# Target sequence (Q6W5P4 whole entry, looked up): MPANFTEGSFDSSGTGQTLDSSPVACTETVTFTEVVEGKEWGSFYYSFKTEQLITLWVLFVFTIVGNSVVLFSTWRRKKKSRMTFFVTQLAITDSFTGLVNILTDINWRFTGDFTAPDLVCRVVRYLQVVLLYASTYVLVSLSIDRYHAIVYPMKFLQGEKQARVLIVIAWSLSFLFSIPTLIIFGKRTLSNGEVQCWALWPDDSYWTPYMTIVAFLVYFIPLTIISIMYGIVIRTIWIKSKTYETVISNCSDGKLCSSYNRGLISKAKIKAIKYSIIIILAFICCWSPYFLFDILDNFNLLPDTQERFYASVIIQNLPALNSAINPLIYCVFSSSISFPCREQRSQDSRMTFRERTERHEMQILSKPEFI
# LMNA splice mod: changes lamin A minigene splicing in HeLa cells; HeLa LMNA splicing GFP/RFP minigene ratio, 48 h; Potency, µM (titrated, usually from 46.1 µM), for inactives: top-dose ratio change, negative = inhibition, most hits filed as inhibitors; 0.01% of 200,000 active; AID 1487; active = well fitted inhibition curve with a large enough effect in the signal ratio, with a control signal flat, not every such curve was filed as active; inconclusive = small, poorly fitted or top-dose-only effect, or effect the other way, or a change in a side signal; the % refers to the signal ratio; also: potency is read from the fitted curve at half-maximal effect; % is scaled to controls: 0 for no effect and ±100 for the full control effect
#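 S3 HeLa cells stably expressing lamin A-EGFP splicing minigene plus DsRed2, 600 cells/well, 48 h compound exposure at 37C. Laser-scanning cytometry; analysed as GFP (500-530 nm)/RFP (575-640 nm) total intensity ratio; 0.5% DMSO vehicle.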
# Epigenetic derep: epigenetic control regulation, reporter derepression; AID 1865; murine LDR cells, GFP reporter derepression, 30 h; 0.2% of 280,000 active; Potency, µM (highest dose often 53.9 µM), for inactives: top-dose GFP activation, hits mostly activators; also: potency is read from the fitted curve at half-maximal effect; % of control where 0% means no effect; nearly all actives have a fitted effect of over 60% in size
#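 Readout is the number of GFP-expressing murine LDR cells, counted by cytometry following washing. Cells were treated with compound for 30 h at 37 C; the stably integrated CMV-GFP locus is normally silent.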
# KinaseGlo FLuc: blocks Kinase-Glo luciferase, a counter-screen artifact; Q27757; Kinase-Glo luciferase, ATP luminescence, 8 min; 0.28% of 200,000 active; AID 1379; Potency, µM (doses to about 38.3 µM), for inactives: at the top dose activity change, negative = inhibition, actives largely listed as inhibitors; also: potency is read from the fitted curve at half-maximal effect; % is scaled to controls: 0 for no effect and ±100 for the full control effect; nearly all actives have a fitted effect of over 60% in size
#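 Compound is pinned into ATP-containing buffer (10 uM ATP, imidazole pH 7.2, 7 mM MgCl2). Kinase-Glo luciferase reagent is then added. Light output is recorded following an 8-min room-temperature incubation.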
# IMPase Li cell: membrane-permeable IMPase blocker, potentiated with lithium; CHO-M1 cells, IP1 TR-FRET (IP-One), carbachol + lithium; Potency, µM (top dose mostly 59.4 µM), inactives show at the highest dose activity, negative = IMPase inhibition, hits mostly inhibitors; 0.35% of 210,000 active;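 also: IP1 builds up when IMPase is blocked and the TR-FRET signal falls; potency is read from the fitted curve at half-maximal effect; plate controls were basal vehicle for no effect and high inhibitor control for full effect; nearly all actives have a fitted effect of over 50% in size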
#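 Concentration–response in CHO-M1 cells, lithium-potentiated; 30 min at 37C. IP1 detected by competitive TR-FRET after 10 min lysis at RT. Hill-fitted AC50.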
# CBFb-RUNX1 inh: CBF-beta/RUNX1 interaction disruption. Q01196+Q13951. AlphaScreen CBFb-His/RUNX1-biotin binding, biochemical. Potency, µM (doses to about 59.8 µM), inactives show top-dose activity, negative = inhibition, usual class: inhibitors. 230,000 tested, under 10 active; also: % of control where 0% means no effect
# Target sequence (Q01196 whole entry, looked up): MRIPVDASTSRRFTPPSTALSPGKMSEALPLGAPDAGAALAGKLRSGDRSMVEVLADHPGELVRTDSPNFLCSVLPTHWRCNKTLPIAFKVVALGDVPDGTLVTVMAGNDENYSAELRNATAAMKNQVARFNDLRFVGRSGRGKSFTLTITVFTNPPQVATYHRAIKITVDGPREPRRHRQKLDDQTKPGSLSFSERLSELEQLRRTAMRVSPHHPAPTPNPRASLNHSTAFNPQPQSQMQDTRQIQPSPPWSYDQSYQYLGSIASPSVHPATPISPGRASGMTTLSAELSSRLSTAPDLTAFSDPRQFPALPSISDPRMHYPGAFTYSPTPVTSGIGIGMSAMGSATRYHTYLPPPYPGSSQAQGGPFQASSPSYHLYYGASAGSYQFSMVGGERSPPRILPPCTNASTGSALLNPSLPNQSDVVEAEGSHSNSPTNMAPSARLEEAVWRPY
# Target sequence (Q13951 whole entry, looked up): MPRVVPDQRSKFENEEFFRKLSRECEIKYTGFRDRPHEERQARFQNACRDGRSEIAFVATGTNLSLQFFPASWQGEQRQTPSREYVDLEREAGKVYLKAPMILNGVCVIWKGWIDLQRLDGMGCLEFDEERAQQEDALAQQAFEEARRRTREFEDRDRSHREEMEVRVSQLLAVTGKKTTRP
#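 AlphaScreen proximity signal reports loss of binding between His-tagged CBF-beta and biotin-labelled RUNX1, each at 30 nM. Proteins are pre-associated for 20 minutes, compounds added for 15 minutes, then beads for 90 minutes, all at ambient temperature.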
# HttQ103 aggreg: reduces HttQ103-GFP aggregates in PC12 cells | AID 1688 | PC12 HttQ103-GFP aggregates, Acumen cytometry, 40 h | Potency, µM (series often up to 46.1 µM), for inactives: top-dose activity change, negative = inhibition, usual class: inhibitors | 1.1% of 220,000 active; also: potency is read from the fitted curve at half-maximal effect; % is scaled to controls: 0 for no effect and ±100 for the full control effect; nearly all actives have a fitted effect of over 60% in size
#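 Aggregates are detected as GFP objects 1–25 µm with signal 6 STDEV over background in lysates of induced PC12 cells. These carry Huntingtin exon 1 with 103 glutamines fused to GFP under an ecdysone promoter; compounds titrated.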
# * = called active by the depositor; ? = inconclusive; nt = no result given; [ ] = remark or other dose. Unless noted, calls follow the shape of the dose curve; as a rule, active = well fitted curve in the direction sought with a large enough effect; inconclusive = small, poorly fitted or top-dose-only effect, or another doubt; inactive = no such curve, though single readings can be large; an effect the other way counts as inactive or inconclusive. This is a subset; rates above refer to the full screens.
SMILES,NPSR antagonist,LMNA splice mod,Epigenetic derep,KinaseGlo FLuc,IMPase Li cell,CBFb-RUNX1 inh,HttQ103 aggreg
COC(=O)c1sc2ccccc2c1NC(=O)c1ccc(S(=O)(=O)N2CCCC(C)C2)cc1 (stereo not drawn),-26%,-11%,0.0%,2%,6%,5%,-4%
Cc1ccccc1C(=O)NCCSc1ccccc1,-10%[46.1 µM],17%,-0.8%,-6%,20%[38.3 µM],1%,-21%
COc1ccc2[nH]c3c(=O)n(CCN4CCOCC4)cnc3c2c1,9%,nt,1.6%,nt,nt,3%,-16%[9.22 µM]
CCOC(=O)c1cc(C(=O)OCC)cc(-n2c(C)cc(C(=O)CN3CCOCC3)c2C)c1,-16%[46.1 µM],5%,-1.7%,8%,-7%[38.3 µM],-16%,9%
Cc1cccc(NC(=O)C(=O)NCc2ccccn2)c1,2%[46.1 µM],0%,-0.9%,-4%,0%[38.3 µM],6%,16%
C=CCNc1nc2c(c(=O)[nH]c(=O)n2C)n1CCCCC,-4%[46.1 µM],1%,0.9%,-3%,22%[38.3 µM],8%,?
COc1ccc(C(=O)Nc2c(-c3cccs3)c(=O)c3ccccc3n2C)cc1,-6%[7.67 µM],nt,-0.4%,nt,nt,2%,-18%[9.22 µM]
CC(C)(C)c1ccc(C(=O)NNc2ccc(F)cc2F)cc1,-7%,nt,0.0%,nt,nt,8%,5%[9.22 µM]
O=C(C[n+]1ccc(-c2nnc3n2CCC3)cc1)c1ccc(Cl)cc1,-6%[46.1 µM],-15%,1.1%,1%,11%,4%,-4%
O=S(=O)(c1cnc[nH]1)N1CCc2ccccc21,-21%[46.1 µM],8%,0.0%,-8%,16%[38.3 µM],4%,-3%
CC(NC(=O)c1ccc(Cl)cc1)c1nnc(SCc2ccc([N+](=O)[O-])cc2)n1C (stereo not drawn),-18%[46.1 µM],12%,-0.9%,-2%,-12%[38.3 µM],-8%,9%
CCC(=O)NC1OC(CO)C(O)C(O)C1O (stereo not drawn),9%,19%[46 µM],0.0%,-6%,3%,1%,nt
COc1cc(NC(=O)c2ccc(Cl)cc2)c(OC)cc1NC(=O)CN1CCCCC1,-55%,-24%[46 µM],-1.1%,4%,14%,-4%,-10%
C=C(C(=O)O)C1CCC2(C)CCCC(C)(O)C2C1 (stereo not drawn),21%,nt,1.1%,nt,nt,0%,-13%[9.22 µM]
Cc1ccc(-c2nc(N)n(C(=O)Cc3ccccc3)n2)cc1,-16%[46.1 µM],-5%,-1.1%,5%,29%[38.3 µM],4%,-15%
CC(=O)OC1CC[C@@]2(C)C(CC[C@@]3(C)C2CC=C2C4CC(C)(C)CC[C@]4(C(=O)O)CC[C@@]23C)C1(C)C (stereo partly drawn),nt,nt,1.3%,-2%,-2%,13%,nt
O=C1CN=CN=CN1c1ccc(Cl)cc1Cl,15%,-9%,-1.1%,-1%,3%,3%,4%
CCn1c2ccccc2c2cc(CN3CCN(Cc4cc(OC)ccc4O)CC3)ccc21,-46%,nt,-0.8%,2%,6%,?,?
NC(=O)COC(=O)c1cc(S(=O)(=O)N2CCOCC2)ccc1N1CCCCC1,-12%[46.1 µM],5%,1.6%,-2%,-5%[38.3 µM],8%,-13%
O=C(OCCNC(=O)c1ccc2ccccc2n1)c1cccnc1,-5%[46.1 µM],9%,-0.2%,-5%,12%[38.3 µM],-3%,10%
CCn1c(Cc2ccccc2)nnc1SCC(=O)Nc1ccc2c(c1)OCO2,2%[46.1 µM],?,-0.7%,-3%,18%[38.3 µM],-7%,-6%
CCOC(=O)C1=C(C)NC(=O)NC1c1ccc2c(c1)OCCO2 (stereo not drawn),-9%[46.1 µM],7%,0.3%,-1%,-10%[38.3 µM],10%,-7%
COc1ccc(NC(=O)CCCNS(=O)(=O)c2cccs2)cc1,0%[46.1 µM],-5%,0.0%,-2%,8%,6%,6%
CN1CCN(C(=S)Nc2ccc([N+](=O)[O-])cc2)CC1,-2%[46.1 µM],10%[0.0737 µM],0.0%,-3%,-1%[38.3 µM],-10%,-4%
Cc1ccccc1Nc1nc(N)nc(CSc2nc3ccccc3c(=O)n2C)n1,-18%[46.1 µM],?,-2.4%,-4%,48%[activator][38.3 µM],-4%,-32%
CC(C)c1nc2sc3c(=S)nc[nH]c3c2c2c1CCC2,-37%,nt,3.3%,nt,nt,0%,-8%[9.22 µM]
O=C(O)c1nnn(-c2cccc(C(F)(F)F)c2)c1-c1ccccc1,-10%,11%[46 µM],1.1%,nt,nt,9%,-9%[9.22 µM]
CC(=O)c1cc2c(C)cc(=O)oc2cc1O,-4%[46.1 µM],1%,2.1%,-4%,-2%[38.3 µM],0%,?
CCCCn1nc(C(=O)OCC(=O)Nc2sccc2C(N)=O)c2ccccc2c1=O,-5%,14%[46 µM],2.5%,1%,7%,4%,-7%
COc1cc(/C=C/c2nc3ccc([N+](=O)[O-])cc3s2)ccc1OCC(=O)O,-12%,nt,0.0%,nt,nt,-1%,10%[9.22 µM]
N#C/C(=C\c1cccc([N+](=O)[O-])c1)c1ccccn1,-15%,nt,-1.4%,-5%,3%,-1%,-11%
c1ccc(-c2nnc(SCc3cn4ccsc4n3)o2)cc1,-12%[46.1 µM],?,0.7%,-7%,-4%[38.3 µM],-2%,3%
CCC(=O)N1c2ccccc2NC2=C(C(=O)CCC2)C1c1cccnc1 (stereo not drawn),-6%[46.1 µM],-4%,-2.4%,2%,0%[38.3 µM],-2%,12%
Cc1nn2c(-c3cccc(NC(=O)CSc4nc5ccccc5o4)c3)nnc2c2ccccc12,-19%[46.1 µM],?,0.9%,-1%,16%,-1%,-20%
Nc1nc(N)c2sc3nc(C(F)(F)F)cc(C(F)(F)F)c3c2n1,4%,1%,-1.0%,1%,5%,0%,-13%
Cc1ccc(-n2c(C)cc(/C=C3\NC(=O)NC3=O)c2C)c(C)c1,-40%,?,3.2%,1%,28%,-27%,12%
CN(CC(O)COc1ccccc1F)C1CCCCC1 (stereo not drawn),9%,-14%[46 µM],-0.3%,2%,7%,3%,3%
COc1ccc(N2C(=O)C3CCCCC3C2=O)cc1NC(=O)c1ccccc1 (stereo not drawn),3%,?,-0.1%,-3%,2%,0%,10%[9.22 µM]
CCOC(=O)N1CCN(C(=O)c2cccc(NS(=O)(=O)c3ccc(F)c(F)c3)c2)CC1,3%,4%,-1.8%,-2%,-1%,2%,8%
CC1(C)CC(=O)C=C(NCc2ccco2)C1,5%[46.1 µM],6%,-0.2%,-3%,7%[38.3 µM],-3%,-8%
O=C(/C=C/c1ccccc1Cl)c1ccc[nH]1,3%,?,-9.5%,-11%,-1%,3%,-8%
O=c1ccc2ccc(Oc3ccc(Cl)cc3[N+](=O)[O-])cc2o1,0%,-3%[46 µM],4.1%,-1%,2%,-7%,-5%
CCOC(=O)c1sc(S(C)=O)c2c1CCc1conc1-2 (stereo not drawn),-2%,-22%[46 µM],2.2%,nt,nt,2%,-13%[9.22 µM]
CN(C)Cc1ccccc1-c1ccc2ncnc(N(C)Cc3ccco3)c2c1,nt,4%,-0.8%,0%,7%,nt,nt
CN(C)S(=O)(=O)c1ccc(NC(=O)C2CC3C=CC2C3)cc1 (stereo not drawn),-3%,-18%,-1.1%,0%,1%,-1%,-12%
O=C(/C=C/c1cnc2ccccc2n1)NC1CCCCCC1,-2%,-1%,-3.0%,-1%,10%,-28%,19%
O=c1c2cc(Br)ccc2[nH]c(=S)n1Cc1ccccn1,-26%,-12%,0.6%,1%,-3%,9%,-1%
CCOC(=O)c1sc(NC(=O)CSc2nnc(-c3ccco3)o2)c(C(=O)OCC)c1C,-14%[46.1 µM],5%,-2.1%,-2%,30%[activator][38.3 µM],3%,-2%
CCOc1ncnc2c1oc1nc(CC(C)C)c3c(c12)CC(C)(C)OC3,-7%[46.1 µM],14%,-1.1%,-4%,-6%[38.3 µM],1%,1%
COc1ccc(S(=O)(=O)NC(CC(=O)NCCc2ccc(OC)c(OC)c2)C(C)C)cc1 (stereo not drawn),5%,-1%[46 µM],-3.9%,1%,-4%,3%,-10%
CCOC(=O)c1sc(NC(=O)c2ccc(OC)cc2)nc1C,?,nt,-5.8%,-5%,?,-1%,8%[9.22 µM]
COc1ccc(OC)c(NC(=O)C(=S)NC2CCCCC2)c1,-28%,nt,-1.3%,3%,22%,-1%,0%[9.22 µM]
Brc1cccc(-c2nnc3n2CCC3)c1,2%[46.1 µM],8%,0.0%,-1%,-15%[38.3 µM],4%,-19%
COc1cccc2cc(C(=O)N3CCc4ccccc4C3)c(=O)oc12,-11%[46.1 µM],-4%,-2.9%,-5%,-3%[38.3 µM],-2%,-12%
COC(=O)C(NC(=O)C(C)NC(=O)OCc1ccccc1)C(C)C (stereo not drawn),12%,nt,-0.3%,nt,nt,1%,7%[9.22 µM]
COc1ccc(Cn2c(SCC(=O)NCc3ccco3)nc3ccsc3c2=O)cc1,-19%[46.1 µM],-6%,-0.9%,6%,3%,5%,16%
Cc1ccnc(N2C(=O)CSC2c2ccc(Cl)cc2)c1 (stereo not drawn),3%,?,0.0%,1%,20%,9%,1%
Cc1ccc(S(=O)(=O)NC(=O)NN2C[C@H]3CCC[C@@H]3C2)cc1,nt,?,-1.4%[16.9 µM],-4%[17.1 µM],-4%,0%[21.7 µM],-9%[20.6 µM]
Cc1cccc2c(=O)cc(C(F)(F)F)[nH]c12,1%[7.67 µM],nt,1.1%,nt,nt,6%,-13%[9.22 µM]
O=C(O)C1CCCN1S(=O)(=O)c1ccc(Cl)c(Cl)c1 (stereo not drawn),-8%[46.1 µM],0%,-0.1%,0%,22%[38.3 µM],3%,-9%
Cc1ccc(C)c(Nc2cc(C(=O)NCc3cccnc3)c3ccccc3n2)c1,-18%,nt,1.8%,nt,nt,7%,-5%[9.22 µM]
O=C(O)c1cccc(NC(=O)C2C3C=CC(C3)C2C(=O)OCC(F)(F)C(F)F)c1 (stereo not drawn),8%[46.1 µM],4%,0.0%,1%,14%[38.3 µM],9%,-22%

# One compound at a time, from the list above. Order of screens: NPSR antagonist, LMNA splice mod, Epigenetic derep, KinaseGlo FLuc, IMPase Li cell, CBFb-RUNX1 inh, HttQ103 aggreg
# Cc1ccc(C)c(Nc2cc(C(=O)NCc3cccnc3)c3ccccc3n2)c1 is listed with -18%, nt, 1.8%, nt, nt, 7%, -5%[9.22 µM]
# COC(=O)C(NC(=O)C(C)NC(=O)OCc1ccccc1)C(C)C (stereo not drawn) is listed with 12%, nt, -0.3%, nt, nt, 1%, 7%[9.22 µM]

# Screening data (PubChem BioAssay)
